Source: PubChem BioAssay
m-calpain inh: blocks pig calpain II enzyme activity | purified calpain II, fluorogenic peptide substrate, 30 min | inhibition, % at 16 µM | actives 0.37% (n = 220,000) | AID 1236;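 active = inhibition above about 50%, limit read from the data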
BaF3 parental: counter-screen for JAK2V617F inhibitors: parental Ba/F3 viability inhibitors. CellTiter-Glo ATP luminescence. inhibition, % at 5.6 µM. actives 1.1% (n = 220,000). AID 1486;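 active = inhibition above a per-campaign cutoff, the mean inhibition of all tested compounds plus 3 SD, cut at about 27% in these data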;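 note: 0% = DMSO wells and 100% = JAK Inhibitor I control wells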
PERK inh: human PERK inhibition, primary cell-based screen; Q9NZJ5; CHO PERK-DD fusion, SEAP luminescence translation reporter; inhibition, % at 5.6 µM; actives 0.17% (n = 220,000); AID 1416;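 active = inhibition above the mean inhibition of all tested compounds plus 3 SD, set separately per screening campaign, cut at about 2.9% in these data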;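 note: PERK kinase domain activated by AP20187 dimerizer at 100 nM; 0% = DMSO with dimerizer and 100% = rapamycin at 8.4 µM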
S1P4 ag: agonists of human S1P4 receptor. actives 0.35% (n = 220,000). activation, % at 4.98 µM. O95977. AID 1509. S1P4-expressing cell line, agonist reporter assay; in the data active = activation above about 11%;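 note: 0% = DMSO vehicle and 100% = reference agonist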
Target sequence (O95977 whole entry, looked up): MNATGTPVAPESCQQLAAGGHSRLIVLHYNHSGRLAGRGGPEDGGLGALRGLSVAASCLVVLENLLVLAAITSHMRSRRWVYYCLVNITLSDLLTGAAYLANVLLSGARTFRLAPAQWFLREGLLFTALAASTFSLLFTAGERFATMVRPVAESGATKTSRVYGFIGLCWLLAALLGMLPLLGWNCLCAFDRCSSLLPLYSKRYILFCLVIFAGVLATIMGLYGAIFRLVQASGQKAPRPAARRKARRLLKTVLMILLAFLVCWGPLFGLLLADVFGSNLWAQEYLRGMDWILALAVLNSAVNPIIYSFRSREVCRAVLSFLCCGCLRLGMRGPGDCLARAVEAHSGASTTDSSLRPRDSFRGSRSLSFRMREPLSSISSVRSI
S1P4 antagonist: antagonists of human S1P4 receptor; O95977; inhibition, % at 4.98 µM; AID 1510; actives 0.26% (n = 220,000); S1P4-expressing cells, antagonist mode, reporter read-out; in the data active = inhibition above about 29%;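 note: 0% = wells stimulated with agonist and 100% = vehicle wells without agonist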
TRPN1 ag: zebrafish TRPN1 (NompC) channel agonism; activation, % at 3 µM; AID 1424; actives 0.18% (n = 220,000); HEK293 zebrafish TRPN1-YFP, Fluo-8 calcium fluorescence; 100% = response to 87 µM carbachol;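 active = activation above its plate's cutoff, the mean activation of test wells on that plate plus 3 SD, cut at about 19% in these data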;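 note: 0% = DMSO alone and 100% = 87 µM carbachol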
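Assay system: Zebrafish TRPN1-YFP in HEK293 cells | Incubation: Dye loading 1 h at 37 °C, then 30 min room temperature | Measured by: Kinetic Fluo-8 fluorescence, ex 470-495, em 515-575 nm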
Ba/F3 V617F tox: loss of viability in JAK2V617F-driven Ba/F3 cells | Ba/F3 EpoR-JAK2V617F viability, ATP luminescence | inhibition, % at 5.6 µM | actives 1.1% (n = 220,000) | AID 1446;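 active = inhibition above the campaign mean plus 3 SD over all tested compounds, cut at about 24% in these data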;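 note: cytokine-independent growth of Ba/F3 cells driven by EpoR plus mutant JAK2; 0% = DMSO-treated cells and 100% = JAK inhibitor I control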
EP2 mod: modulates human prostaglandin E2 receptor EP2 signaling | induction, % at 25 µM | EP2-expressing cells, cAMP HTRF FRET, PGE2 co-stimulation | actives 0.83% (n = 260,000) | P43116;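 active = compounds whose cAMP rise, as percent of the full-agonist control response, exceeds 60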;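 note: rat C6 glioma line stably carrying human EP2 under a CMV promoter; the protocol text gives 20 µM as final concentration; 100% = response of wells given 1 µM PGE2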
TRPML3 ag: agonists of human TRPML3 channel; Q8TDD5; HEK293 TRPML3-YFP, Fluo-8 calcium fluorescence; 100% = the carbachol control signal; activation, % at 3 µM; actives 0.29% (n = 220,000);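 active = activation above its plate's cutoff, the mean activation of the plate's test wells plus 3 SD, cut at about 12% in these data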;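 note: 0% = DMSO only wells and 100% = carbachol wells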
Target sequence (Q8TDD5 whole entry, looked up): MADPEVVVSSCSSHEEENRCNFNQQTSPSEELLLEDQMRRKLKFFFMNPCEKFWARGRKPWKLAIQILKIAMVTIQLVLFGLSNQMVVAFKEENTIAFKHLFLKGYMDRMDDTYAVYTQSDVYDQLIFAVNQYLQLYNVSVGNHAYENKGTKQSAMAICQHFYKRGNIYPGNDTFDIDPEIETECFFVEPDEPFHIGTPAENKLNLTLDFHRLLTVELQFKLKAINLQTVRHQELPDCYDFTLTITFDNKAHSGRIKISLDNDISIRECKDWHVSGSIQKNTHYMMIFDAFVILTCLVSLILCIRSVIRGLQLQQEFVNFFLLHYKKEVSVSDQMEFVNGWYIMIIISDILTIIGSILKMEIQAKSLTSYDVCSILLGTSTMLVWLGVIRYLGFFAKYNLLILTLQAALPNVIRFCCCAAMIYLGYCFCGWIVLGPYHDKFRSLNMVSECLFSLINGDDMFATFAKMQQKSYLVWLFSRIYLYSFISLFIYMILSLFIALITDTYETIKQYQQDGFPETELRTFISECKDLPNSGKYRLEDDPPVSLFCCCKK
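Material: HEK293 cells stably carrying human TRPML3-YFP; compound dosing: single dose, 3 µM final nominal compound, 0.3% DMSO final; incubation: 1-h 37 °C dye load, 5-s basal, 120-s post-compound reads; technique: Fluo-8 intracellular calcium fluorescence, excitation 470-495 nm, emission 515-575 nm; read-out basis: percent activation from peak-to-basal fluorescence ratio, scaled between DMSO and carbachol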
* hit, by the source's call; & = joins results of further samples.

Every second line gives: m-calpain inh	BaF3 parental	PERK inh	S1P4 ag	S1P4 antagonist	TRPN1 ag	Ba/F3 V617F tox	EP2 mod	TRPML3 ag
1: CCC(=O)N/C(=N/c1nc(C)cc(C)n1)Nc1cccc(OC)c1
  15	2	-1.3	-1.0	-12	0.1	2	24	0.3
2: Cc1ccc(NC(=S)NC(=O)c2ccc(Br)o2)c(C)c1
  18	4	0.8	-0.6	-29	1.4	1	12	0.5
3: CCc1cc2c(C)ccc(C)c2nc1SCC(=O)Nc1c(C)[nH]c(=O)[nH]c1=O
  -28	2	1.2	0.5	-1	-0.4	-4	19	0.7
4: CCOC(=O)C(=CNNc1cccc(Cl)c1)C(=O)OCC
  18	-4	0.7	0.7	8	-1.2	2	-7	-0.6
5: CC(=O)c1c(C(C)=O)c(C)n(-c2nc(-c3ccccc3)c(C)s2)c1C
  -7	0	-1.5	1.1	-3	0.8	0	14	-0.8
6: CC(C)C(=O)N(Cc1ccccc1)c1ccccn1
  -35	8	-0.5	2.3	-14	-1.2	2	15	1.4
7: Cc1nn(CC(=O)NC2C(=O)N3C(C(=O)O)=C(CSc4nnnn4C)CSC23)cc1Br (configuration not stated)
  8	6	1.2	0.5	-1	0.6	-1	7	0.9
8: CC1CCCCC1NC(=O)c1cncc(Br)c1 (configuration not stated)
  -29	3	0.7	1.1	6	1.4	2	-9	-0.2
9: CCCCSc1nc(C)cc(SCC(=O)N/N=C/c2ccccc2)n1
  13	5	0.7	0.8	-36	0.8	4	4	1.3
10: COCCn1c(C(C)C)nc2sc3ccccc3c(=O)c2c1=O
  -7	6	0.5	-0.3	-15	0.6	-3	1	0.1
11: Cc1[nH]c2ccccc2c1N=Nc1cc(C(=O)O)cc(C(=O)O)c1
  -2	0	1.8	-0.4	-1	-0.7	-2	15	0.3
12: O=C(COc1cccc2ccccc12)N1c2ccccc2CCc2ccccc21
  8	7	-1.2	0.5	-3	1.5	0	66*	1.1
13: COc1ccc(CCNC(=O)c2ccc(-c3ccc([N+](=O)[O-])cc3)o2)cc1OC
  12	4	-0.7	0.5	-9	1.4	-2	-12	0.6
14: COc1ccc(-c2csc(NC(=O)CSc3nc(C)nc4sc(C(=O)O)c(C)c34)n2)cc1
  -2	0	1.0	0.1	-7	1.7	-3	-14	0.3
15: CCN(CC)c1ccc(C(=O)NNC(=O)CCl)cc1
  69*	-2	1.9	-0.5	-1	-0.5	9	-16	-0.7
16: CCOc1ccccc1C1CC(=O)NC(SCC)=C1C#N (configuration not stated)
  8	3	1.0	-1.7	7	-0.7	0	-21	-0.9
17: CCN(C(C)=O)c1nc(CCl)cs1
  -15	5	0.5	-1.9	-6	0.6	-1	28	0.8
18: CC(C)n1c(N2CCN(C(=O)Nc3ccc(Cl)cc3)CC2)nc2ccccc21
  -16	8	-1.2	-0.7	-13	0.2	-2	-38	-0.4
19: COc1ccc(CN(C(=O)CO/N=C/c2ccccc2)c2ccccc2C(=O)O)cc1
  -2	5	0.7	1.0	-25	-0.5	0	18	0.8
20: CN1CCN(c2oc(-c3ccc([N+](=O)[O-])cc3)nc2C#N)CC1
  12	-3	0.4	1.1	14	1.1	2	12	1.1
21: Cc1cccc(Nc2cc(=O)[nH]c(=O)[nH]2)c1C
  9	8	1.5	-2.3	-5	1.4	4	38&6	0.8
22: CCN(CC)c1nc(SCCOC(=O)Nc2ccccc2)nc(N(CC)CC)n1
  28	0	0.5	-0.6	-23	0.8	-4	41	0.3
23: CC1=C(C#N)C(c2ccc(O)cc2)C2=C(CC(C)(C)CC2=O)N1 (configuration not stated)
  -127	6	0.5	-0.8	-15	3.0	-2	-2	0.7
24: O=C(Nc1ccc(F)c(Cl)c1)Nc1csc2ccccc12
  -20	-1	-0.4	-0.9	4	11	-1	-61	5.8
25: O=C(O)CSc1c(O)c2ccccc2[nH]c1=O
  -20	3	0.6	0.6	2	-0.3	-2	10	-0.1
26: CCOc1ccc(N2CC(C(=O)Nc3ccc4c(c3)OCO4)CC2=O)cc1 (configuration not stated)
  6	1	0.3	1.9	-21	-0.3	0	-15	0.3
27: CNC(=O)c1sc2nc(-c3ccc(OC)cc3)cn2c1C
  -14	-1	-0.4	-2.7	-17	1.1	-3	8	-0.2
28: Cc1ccccc1NC(=O)/C(C#N)=C\c1cccnc1
  -16	2	0.3	0.0	-19	0.4	1	3	0.6
29: N#Cc1ccc(-c2ccc(Cl)cc2)nc1SCC(=O)c1cccc(Cl)c1
  1	2	0.9	-3.3	6	0.5	-2	44	1.1
30: O=C(c1ccco1)N1CCN(C(=O)N2c3ccccc3Sc3ccccc32)CC1
  4	82*	-0.9	2.3	-27	-1.6	85*	6	-1.2
31: O=C(Nc1nc(-c2ccc(Cl)s2)cs1)c1ccco1
  22	7	1.0	-0.4	-2	-2.0	4	-27	0.0
32: CCCCN(C(=O)CCC(=O)O)C1CC(=O)N(c2ccc(OCCC)cc2)C1=O (configuration not stated)
  -20	3	0.6	0.0	-9	1.2	0	3	0.8
33: O=S(=O)(N/N=C\c1cccn1-c1ccccc1)c1ccc2ccccc2c1
  -1	10	0.7	-0.2	-11	0.5	3	10	-0.2
34: O=C(C1CCN(S(=O)(=O)c2cccs2)CC1)N1CCc2ccccc2C1
  15	4	-1.4	1.2	8	0.3	6	-34	0.1
35: CCCc1cc(C(=O)NCc2ccco2)no1
  -33	0	1.1	1.4	-6	-1.0	-6	14	-0.3
36: COc1ccccc1C1CN(c2ccccc2)N=C1c1cccs1 (configuration not stated)
  -90	1	0.4	1.4	0	-0.7	-4	68*	0.3
37: CCC(C)(C)n1nnnc1C(c1ccc2ncccc2c1)N1CCCC(C)C1 (configuration not stated)
  19	2	-0.2	1.3	-11	-1.1	3	34	-0.5
38: N#Cc1cc2c(nc1SCc1cccnc1)CCC2
  -6	3	-0.7	0.2	3	0.8	-2	22	-0.2
39: COC(=O)c1ccc(NC(=S)NC2CC3CCC2C3)cc1 (configuration not stated)
  48	3	-0.2	0.3	-18	3.2	-1	-49	1.9
40: O=C(CSc1nnc(Cc2ccccc2)n1Cc1ccco1)NC12CC3CC(CC(C3)C1)C2
  -7	6	0.7	0.1	16	-1.0	-3	63*	-1.1
41: Cc1cccc(C)c1Nc1c(-c2ccc(N3CCOCC3)cc2)nc2cnccn12
  -42	3	-1.0	0.8	12	2.4	2	-49	1.0
42: CC(C)(C)CC(C)(C)NC(=S)N1CCN(Cc2ccc3c(c2)OCO3)CC1
  33	4	-0.2	0.1	-2	0.0	1	-38	0.7
43: COc1cccc(/C=N/n2nnc3c(cnn3-c3ccccc3)c2=O)c1
  12	6	2.8	-0.7	-20	1.4	0	-21	0.7
44: COC(=O)c1ccc(NS(=O)(=O)c2ccc(OC)cc2)cc1
  -2	5	1.6	0.4	-2	0.0	-4	6	0.0
45: CCOc1ccccc1NC(=O)Nc1ccc(CC#N)cc1
  -18	0	1.1	0.2	3	1.8	-3	-22	-0.4
46: COC(=O)c1cccc(CN2C(=O)SC(Nc3ccccc3)C2=O)c1 (configuration not stated)
  17	-3	0.1	0.4	9	-1.1	-4	-41	-0.6
47: CCOC(=O)c1ccc(NC(=O)CSc2nccn2C)cc1
  -24	0	-0.5	0.8	-4	0.9	1	-16	0.4
48: O=C(O)c1cccc(NC2=C(n3nnc4ccccc43)C(=O)c3ccccc3C2=O)c1
  -9	1	0.1	-1.1	5	0.4	-3	34	0.4
49: Cn1c(=O)c2c(nc(NCCOc3ccc(F)cc3)n2C)n(C)c1=O
  32	0	1.9	-2.1	-5	-0.1	-6	-27	-0.6
50: CCc1ccccc1NC(=S)N(CCN1CCOCC1)Cc1ccccc1F
  27	3	-0.4	-0.9	-8	-0.2	1	-3	0.4

Remaining list, next part
Every second line gives: m-calpain inh	BaF3 parental	PERK inh	S1P4 ag	S1P4 antagonist	TRPN1 ag	Ba/F3 V617F tox	EP2 mod	TRPML3 ag
51: CCCc1cc(=O)c2ccc(OC/C(C)=N/O)cc2o1
  10	4	0.6	0.8	4	1.3	-1	-18	2.1
52: Cc1ccc(-n2c(P(C)(=O)O)nc3ccccc32)cc1
  -17	2	0.6	1.0	-7	-0.3	1	-17	0.5
53: CCOc1ccc(NC(=O)CCn2cccc2)cc1
  -26	-3	-0.2	-0.6	4	0.7	-4	34	-0.1
54: C=CCN1C(=O)C(O)(CC(=O)c2ccccn2)c2ccccc21 (configuration not stated)
  -19	1	0.9	0.8	-10	0.1	0	26	0.3
55: Nc1nc(Cl)cc(Oc2ccccc2F)n1
  10	-3	1.9	1.1	-13	-0.4	1	-34	-0.5
56: COc1ccc(-n2nnnc2SCC(=O)c2cc3ccccc3o2)cc1
  -1	5	0.8	-1.9	-11	0.2	0	-20	0.4
57: CCN(CC)c1ccc(C2N(C(=O)N3CCOCC3)CCN2S(=O)(=O)c2ccc(C)cc2)cc1 (configuration not stated)
  13	4	-0.4	-0.6	-8	-1.6	1	30	0.0
58: NC(=O)c1c(NC(NC(=O)c2ccco2)C(=O)c2ccc(Cl)cc2)sc2c1CCCC2 (configuration not stated)
  -313	6	-0.5	-2.6	-10	-0.9	-3	17	0.4
59: CCN(CC)C(=S)NC(=O)C12CC3CC(CC(C3)C1)C2
  -26	-1	1.2	1.4	-20	0.3	0	17	-0.2
60: COc1ccc(C(=O)C2CCCN(C(=O)c3cccnc3OC)C2)c(C)c1 (configuration not stated)
  24	3	0.0	1.1	-6	-0.2	0	-18	0.6
61: Cc1ccc2c(CC(=O)NC3=NCCS3)coc2c1
  -39	1	1.3	1.1	-4	0.1	-2	0	0.6
62: O=C(c1ccccc1)c1ccc(C(=O)N2CCOCC2)cc1
  -6	-3	-0.9	-1.2	6	0.5	-4	17	0.7
63: Cc1ccc(C(=O)OCC(=O)c2cc(C)n(CC3CCCO3)c2C)cc1 (configuration not stated)
  -9	4	-1.1	0.1	-24	3.6	2	-14	2.4
64: O=C(Cc1csc(-c2ccccc2)n1)NCc1ccco1
  -28	6	0.7	0.4	5	-1.0	1	-4	-0.8
65: Cc1onc(-c2c(Cl)cccc2Cl)c1C(=O)c1ccc(F)cc1
  3	2	0.3	0.7	-8	-1.6	-2	56	0.1
66: O=C(N/N=C/c1c(Nc2cccc(C(F)(F)F)c2)nc2ccccn2c1=O)c1ccccc1
  -39	1	1.4	3.7	16	1.9	-1	20	0.6
67: CSc1ncc(CO)n1Cc1ccccc1
  17	9	0.3	-0.1	6	0.5	4	5	-0.2
68: COc1cc(NC(=O)c2ccco2)ccc1NC(=O)c1ccccc1Cl
  3	2	-0.9	-1.5	-1	-0.7	-3	-18	0.2
69: N#C/C(=C\c1ccc(-c2cccc(Cl)c2)o1)C(=O)Nc1cccc2cccnc12
  5	3	0.8	-3.5	-4	-0.1	-3	11	0.4
